S100A4 MyoIIA: inhibitors of human S100A4 binding to myosin IIA peptide; P26447; S100A4/TAMRA-MyoIIA peptide fluorescence polarization; inhibition, % at 10.7 µM; hit rate 0.14% among 360,000; AID 652163;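 active = mean inhibition of at least 70% across replicates, with every replicate also reaching that level; inconclusive = mean inhibition reaches 70% but some replicates fall short; inactive = mean inhibition below 70%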
Target sequence (P26447 whole entry, looked up): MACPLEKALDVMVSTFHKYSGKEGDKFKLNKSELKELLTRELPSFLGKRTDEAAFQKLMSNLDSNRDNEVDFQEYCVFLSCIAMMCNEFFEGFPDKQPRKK
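Material: S100A4 monomer protein | Medium: HEPES pH 7.2 with CaCl2, KCl, NaCl, DTT, Triton | Reagent: Labelled myosin peptide probe, 5 nM | Doses: One dose per compound | Times: 5 min incubation before reading | Benchmarks: Neutral control DMSO, positive control TFP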
esBAF inh: blocks esBAF chromatin remodeling in mouse ES cells; AID 602393; hit rate 2% among 350,000; reporter increase, % at 12.5 µM; Bmi1-luciferase knock-in reporter, 24 h; 100% = twice the neutral-well signal; in the data active = activation above about 40%; inconclusive = no clear call, values can overlap the other calls;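 note: 0% = median of the plate's neutral control wells and 100% = double that signal; a rise in the Bmi1 reporter signal indicates esBAF inhibition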
XiGFP reactiv: activators of X-chromosome reactivation in mouse fibroblasts. XiGFP mouse fibroblasts, % GFP-positive cells imaging, 3 d; cells co-treated with 5-aza-dC sensitizer; scaled so ellipticine positive control = 100%. activation, % at 7.58 µM. hit rate 0.055% among 360,000. AID 743238;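 active = mean normalized replicate activation at least 10% and every replicate at or above 10%; inconclusive = only one of the two criteria met; inactive = mean below 10% and not all replicates reach 10%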;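 note: 0% = median of on-plate neutral control wells and 100% = ellipticine 6 µM median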
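Material: XiGFP fibroblasts, SV40-immortalized; Buffer or medium: DMEM containing 5-aza-dC; Compound dosing: single point; Times: 3 days compound exposure.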
E-selectin induc: induces E-selectin expression in human endothelial cells. hit rate 0.37% among 260,000. activation, % at 7.58 µM. HUVEC E-selectin immunofluorescence imaging; normalized: neutral wells 0, TNF-alpha wells 100;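 active = mean E-selectin-positive cell signal at least 10% of the positive control, reached in at least 60% of replicates, without over 20% cell loss; inconclusive = no rule given, readout overlaps actives, possibly toxicity-flagged; inactive = the rest, including those meeting only one limit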;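 note: in these data hits start at about 27%; measured in HUVEC primary endothelial cells; signal is the percent of cells scored E-selectin positive by PE staining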
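Read-out: % PE-positive cells | Test system: HUVEC | Doses: One compound dose added by pin transfer | Buffer or medium: EGM-2 over gelatin coat | Signal: Immunofluorescence imaging | Benchmarks: TNF-alpha, DMSO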
RAD54 inh: inhibitors of human RAD54 branch migration. Q92698. RAD54 Holliday junction branch migration, FAM/BHQ fluorescence. inhibition, % at 10.4 µM. hit rate 0.14% among 360,000;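 active = mean normalized replicate activity at least 40 and at least half of replicates scoring 40 or more; inconclusive = only one of the two criteria met; inactive = mean below 40 and under half of replicates reaching 40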;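 note: 0% = median of neutral control wells and 100% = median of positive control wells; inhibitors cause a drop in the FAM fluorescence signal; in these data hits start at about 50%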
Target sequence (Q92698 whole entry, looked up): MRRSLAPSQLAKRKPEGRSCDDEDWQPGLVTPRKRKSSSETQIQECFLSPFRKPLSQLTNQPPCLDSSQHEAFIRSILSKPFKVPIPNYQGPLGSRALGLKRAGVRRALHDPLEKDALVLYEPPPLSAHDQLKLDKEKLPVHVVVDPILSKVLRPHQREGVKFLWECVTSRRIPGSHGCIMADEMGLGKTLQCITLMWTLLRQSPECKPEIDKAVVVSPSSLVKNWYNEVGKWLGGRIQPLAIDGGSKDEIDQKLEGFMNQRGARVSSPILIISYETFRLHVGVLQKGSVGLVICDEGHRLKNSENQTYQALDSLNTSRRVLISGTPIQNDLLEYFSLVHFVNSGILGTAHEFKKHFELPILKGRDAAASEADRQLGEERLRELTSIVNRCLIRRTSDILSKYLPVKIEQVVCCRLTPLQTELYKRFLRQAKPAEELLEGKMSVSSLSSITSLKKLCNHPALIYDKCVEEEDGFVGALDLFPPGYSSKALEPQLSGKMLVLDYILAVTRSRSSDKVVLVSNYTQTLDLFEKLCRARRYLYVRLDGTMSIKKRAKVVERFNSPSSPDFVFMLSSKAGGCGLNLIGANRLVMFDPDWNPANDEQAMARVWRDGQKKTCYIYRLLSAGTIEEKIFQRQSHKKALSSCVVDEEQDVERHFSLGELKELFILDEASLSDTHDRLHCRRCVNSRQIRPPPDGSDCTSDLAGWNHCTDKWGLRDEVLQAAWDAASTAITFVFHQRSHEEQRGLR
RAD52 anneal inh: inhibitors of human RAD52 DNA annealing; P43351; recombinant RAD52 DNA annealing, FRET fluorescence; inhibition, % at 18.7 µM; hit rate 0.46% among 360,000;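 active = every replicate showing at least 50% inhibition; inconclusive = mean inhibition at least 50% but not in every replicate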
ERp5 inh: blocks human ERp5 reductase activity on insulin; Q15084; ERp5 insulin aggregation, absorbance 650 nm, 90 min; inhibition, % at 9.99 µM; hit rate 0.05% among 350,000; AID 651711;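 active = mean replicate inhibition above about 25%, with every replicate also reaching it, limit read from the data, passing the limit was not always enough; inconclusive = only one of those two criteria met; inactive = neither criterion met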
ERAP1 inh: inhibitors of human ERAP1 aminopeptidase; Q9NZ08; recombinant ERAP1, Leu-AMC fluorescence, 60 min; inhibition, % at 10.7 µM; hit rate 0.15% among 340,000; AID 652197;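 active = mean replicate inhibition of at least 30%, or all replicates individually reaching that 30% level; inactive = mean below 30% and not every replicate reaching it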;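 note: 0% = neutral control wells and 100% = L-leucinethiol positive control wells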
An asterisk follows results filed as active; u = inconclusive; x = no result given.

SMILES	S100A4 MyoIIA	esBAF inh	XiGFP reactiv	E-selectin induc	RAD54 inh	RAD52 anneal inh	ERp5 inh	ERAP1 inh
Cc1ccnc(NC(=O)c2cc3c(=O)oc4ccc(C)cc4c3s2)c1	4	5	1.0	2.3	-2	-3	-3	4
COCCCNC(=O)c1cc2c(-c3cccc(OC)c3)nn(C)c2s1	-2	-1	0.4	0.8	12	17	0	0
CCOc1ccccc1CN1CCN(CCCn2cccn2)CC1CCO (configuration not stated)	0	x	0.0	0.3	x	-2	3	-1
CCCn1c(C(C)Nc2nc(C)cs2)nc2cc(Cl)c(Cl)cc21 (configuration not stated)	-2	-2	0.0	-0.1	-5	-24	6	3
CCOc1ccccc1N1CCN(C(=O)CNC(=O)c2ccc(OC)c(OC)c2)CC1	0	3	0.1	-0.1	-1	-12	2	3
C=CCSc1n[nH]c(-c2cccs2)n1	-18	18	0.0	1.5	-8	-12	-4	-1
Cc1ccc(C)c(NC(=O)CN(C)C(=O)c2ccc(S(=O)(=O)N(C)c3ccccc3)cc2)c1	4	-1	0.0	2.2	-2	-9	5	3
O=C(CCCN1C(=O)/C(=C/c2ccc3c(c2)OCO3)SC1=S)Nc1ccc(C(=O)O)cc1	11	-58	-0.1	-0.2	-8	-10	-2	-2
CN(C)CC#Cc1ccc([C@@H]2[C@@H](CO)N3CCCCN(C(=O)Nc4cc(F)ccc4F)C[C@H]23)cc1	-4	x	3.5	0.7	12	22	-1	2
O=C(NN1CCOCC1)c1cc(-c2ccc(Br)s2)nc2ccccc12	-4	-1	0.0	9.8	x	-7	0	-4
CCc1nc2ccc(C(=O)NCc3ccc4c(c3)OCO4)cn2c1N(C)CCC(C)C	-1	7	0.0	-0.3	-4	-67	0	-3
CCCn1nnnc1NCc1cccc(Cl)c1	7	-7	0.0	1.3	1	-15	1	-1
Cc1ccc(-n2ncc3c(=O)n(CC(=O)N4CCN(c5ccccc5)CC4)cnc32)cc1	51	x	0.4	-2.4	x	-26	0	5
C[C@@H]1CCCCO[C@@H](CN(C)C(=O)Nc2ccc3c(c2)OCO3)[C@H](C)CN([C@@H](C)CO)C(=O)c2cc(NC(=O)Nc3ccccc3)ccc2O1	9	2	0.2	x	5	-5	-2	-2
COc1cccc(NC(=O)/C=C/c2ccc([N+](=O)[O-])cc2)c1	0	41	0.0	x	-5	0	6	-7
CCCNC(=O)C[C@H]1CC[C@H]2[C@@H](COc3ccc(NC(=O)Nc4c(C)noc4C)cc3C(=O)N2C)O1	8	-2	0.0	0.1	-3	16	1	1
Cc1[nH]c2ccccc2c1C(=O)COC(=O)c1ccc[n+]([O-])c1	2	x	0.0	5.8	x	-13	1	-4
O=C(C1CCC1)N1C[C@H]2[C@@H](c3ccccc31)[C@@H](CO)N2C(=O)c1ccccc1F	2	-5	-0.1	0.1	-2	4	-2	1
O=C(OCc1nnc(-c2ccccc2)o1)C1CCN(C(=O)c2ccc(Cl)cc2)CC1	6	-2	0.0	1.0	-2	-8	0	-1
CC(C)NC(=O)N1CC[C@@H]2[C@H]1c1cc(C#Cc3cccnc3)ccc1N(C)[C@@H]2CO	x	-1	0.0	-0.1	6	x	x	x
CN(C)C(=O)C[C@H]1C=C[C@@H](NC(=O)NC2CCCC2)[C@H](CO)O1	2	-5	-0.7	-0.3	3	-8	-4	3
Cc1ccc(C)c2[nH]c(=O)c(CCNC(=O)c3ccc(Br)o3)cc12	3	2	x	x	5	-12	0	-16
COC(=O)c1ccc2nc(-c3ccc(OC)c(OC)c3)c(Cc3ccsc3)n2c1	-1	-12	x	0.0	4	-11	-7	1
CCCNC(=O)N(C)C[C@H]1Oc2ncc(C#CC(C)C)cc2C(=O)N([C@@H](C)CO)C[C@@H]1C	x	-7	-0.3	-5.7	0	x	x	x
COc1ccc(CC(=O)N/N=C/C=C/c2cccc([N+](=O)[O-])c2)cc1OC	-8	x	0.0	-0.2	11	-6	-4	2
CCOC(=O)C(C)n1cnc2c(nnn2-c2ccc(F)cc2)c1=O (configuration not stated)	1	8	0.1	x	4	-6	-2	-5
O=C(Cc1ccncc1)N[C@H]1CC[C@H](CCn2cc(-c3ccccc3F)nn2)O[C@H]1CO	2	-1	0.1	-0.1	-9	-9	-1	0
C[C@H](CO)N1C[C@H](C)[C@@H](CN(C)CC2CCCCC2)Oc2c(NC(=O)Nc3cccc4ccccc34)cccc2C1=O	-1	-6	0.4	-0.1	-1	-1	-9	-2
O=C(Nc1ccc2c(c1)OCO2)N1CCCc2ccccc21	4	u	0.2	0.0	-2	-4	-3	-1
O=C(NC1CC1)C1=C[C@H](c2ccc(Br)cc2)C[C@H](OCc2ccc(CO)cc2)O1	-2	-1	-0.3	2.1	-9	-38	1	7
Cc1cc(C(=O)Nn2cnc3ccccc3c2=O)ccc1[N+](=O)[O-]	0	x	0.0	x	x	0	-3	12
CC(=O)NC1C(=O)N(CCN2CCOCC2)c2ccc(Cl)cc21 (configuration not stated)	-8	-1	0.0	0.0	-3	15	3	20
Cc1ccc(S(=O)(=O)N2CC[C@@H]3[C@H]2c2cc(C4=CCCCC4)ccc2N(C)[C@H]3CO)cc1	-3	-1	-0.1	-0.3	5	-1	-1	-2
O=C(Nc1ccccc1)N[C@H]1CC[C@H](CCn2cc(C3(O)CCCC3)nn2)O[C@@H]1CO	7	3	0.0	-0.4	5	-1	4	1
Brc1cnc2nc[nH]c2c1	-3	x	0.0	x	-4	-5	x	1
C/C(=N\NC(=O)CCC(=O)Nc1ccc(C)c(C)c1)c1cccs1	-3	x	0.0	x	x	-7	5	8
C[C@@H]1CN([C@@H](C)CO)C(=O)Cc2cc(NS(=O)(=O)c3ccc(F)cc3)ccc2O[C@@H]1CN(C)S(=O)(=O)c1ccc(Cl)cc1	x	4	-0.1	102*	-2	x	x	x
CCOc1cc(N2CCOCC2)c(OCC)cc1NC(=O)c1c(-c2ccccc2)noc1C	5	-6	0.5	0.0	8	-8	2	-3
NC(=O)NC(=O)COC(=O)c1ccc(OC(F)F)cc1	-2	x	0.0	1.1	x	-1	0	2
Cc1cc(C)c(OCC(=O)OCC(=O)NCCC2=CCCCC2)c(C)c1	2	0	0.2	0.4	3	-7	-4	2

Complete entries, looked up by structure.
COc1ccc(CC(=O)N/N=C/C=C/c2cccc([N+](=O)[O-])c2)cc1OC reads S100A4 MyoIIA: -8; esBAF inh: x; XiGFP reactiv: 0.0; E-selectin induc: -0.2; RAD54 inh: 11; RAD52 anneal inh: -6; ERp5 inh: -4; ERAP1 inh: 2
O=C(CCCN1C(=O)/C(=C/c2ccc3c(c2)OCO3)SC1=S)Nc1ccc(C(=O)O)cc1 reads S100A4 MyoIIA: 11; esBAF inh: -58; XiGFP reactiv: -0.1; E-selectin induc: -0.2; RAD54 inh: -8; RAD52 anneal inh: -10; ERp5 inh: -2; ERAP1 inh: -2

Carrying on.
SMILES	S100A4 MyoIIA	esBAF inh	XiGFP reactiv	E-selectin induc	RAD54 inh	RAD52 anneal inh	ERp5 inh	ERAP1 inh
C[C@@H]1CN([C@@H](C)CO)C(=O)c2cccc(NC(=O)Nc3ccc(F)cc3)c2O[C@H]1CN(C)C(=O)Nc1ccc(C(F)(F)F)cc1	-8	-2	0.1	-11	4	-8	6	2
CCS(=O)(=O)Nc1ccc2c(c1)C(=O)N(C)C[C@@H](OC)[C@@H](C)CN[C@H](C)CO2	2	0	-0.1	0.2	4	-7	4	1
O=C(C[C@@H]1CC[C@H](NC(=O)C2CCC2)[C@H](CO)O1)NCCCN1CCOCC1	25	-2	-0.9	-0.3	-5	2	-1	-1
COc1ccc(N=Cc2ccccc2O)cc1	6	5	0.4	0.3	-2	-17	-4	-6
CCOC(=O)c1oc2c(CN3CCN(C)CC3)c(O)ccc2c(=O)c1-c1ccccc1OC	-2	1	0.1	0.1	-1	18	-1	x
CCc1nnc(NC(=O)CSc2nnc(Cc3cc(=O)[nH]c(=O)[nH]3)n2-c2cccc(OC)c2)s1	-5	x	0.0	x	x	-30	4	2
CCOc1ccc(C(=O)NC(=S)NCCCN2CCOCC2)cc1	-5	x	0.6	0.7	-6	-16	-11	0
CC1(C)CC(=O)C2=C(C1)OC(N)=C(C#N)C2c1cn(-c2ccccc2)nc1-c1ccccc1 (configuration not stated)	x	27	0.2	0.1	-4	x	x	x
COc1ccc(C=NN=C2c3ccccc3-c3ccccc32)cc1OC	0	x	0.5	-0.3	x	-4	-7	-2
Cc1cccc(NC(=O)C2C3C=CC(O3)C2C(=O)O)c1C (configuration not stated)	-4	-3	0.0	x	1	-4	-4	-1
COc1ccccc1NS(=O)(=O)c1cc(C(=O)N2CCCC2)ccc1C	-5	-6	-1.1	0.7	-8	-5	0	3
O=C(Nc1cccc(NC(=O)c2cccs2)c1)c1ccc([N+](=O)[O-])o1	-3	12	x	7.7	-24	-4	-5	x
CC=Cc1ccc2n(c1=O)C[C@H]1[C@H](CO)[C@@H](C(=O)NCCc3cn(C)cn3)[C@@H]2N1C(=O)CC1CC1 (mixture of isomers)	45	x	1.0	-0.1	x	-5	3	1
Cc1ccc(-c2ccc(=O)n(CCC(=O)N3CCN(c4ccccc4)CC3)n2)cc1	13	2	0.0	x	4	-2	6	5
C[C@@H]1CN([C@H](C)CO)C(=O)c2cccc(NC(=O)C3CCOCC3)c2O[C@@H]1CN(C)Cc1ccc(C(=O)O)cc1	-6	3	-0.1	-3.9	4	-5	-7	1
CCc1ccccc1N(C)S(=O)(=O)c1cc(-c2cc(C)no2)ccc1OC	2	0	0.0	x	-11	-4	16	-6
Cc1cccc(C)c1NC(=O)C(c1ccc(C(F)(F)F)cc1)n1c(=O)c(-c2cc3ccccc3[nH]2)nc2ccccc21 (configuration not stated)	5	x	-0.1	1.6	x	0	8	4
O=C(O)c1cccc(CN2C(=O)SC(Nc3cccc4ccccc34)C2=O)c1 (configuration not stated)	-3	-3	0.0	0.3	1	-16	4	11
CC(C)[C@H](NC(=O)N1CCn2c1nc1ccccc12)C(=O)N[C@@H](Cc1ccccc1)C(=O)O	-8	2	x	x	-9	-8	-5	x
Cc1ccc(-c2nnc(-c3ccc(NC(=O)c4cccs4)cc3)o2)cc1	7	1	x	x	-9	0	2	3
COc1ccc(OC)c(/C=N/NC(=O)CCc2n[nH]c(=O)[nH]c2=O)c1	6	-2	0.1	x	x	-5	5	7
Cc1ccc(S(=O)(=O)N[C@@H]2CC[C@@H](CC(=O)NCCCN(C)C)O[C@@H]2CO)cc1	0	0	-0.6	1.3	0	13	2	1
O=C(CC1CC1)N1[C@H](CO)[C@@H](c2ccccc2)C12CN(Cc1cc(F)ccc1F)C2	48	x	0.1	0.2	x	-31	-2	-17
Cc1ccc(S(=O)(=O)N(C)C[C@@H]2Oc3ccc(NC(=O)NC(C)C)cc3CC(=O)N([C@H](C)CO)C[C@H]2C)cc1	2	-3	0.1	-0.4	-11	4	2	3
COc1cccc(C(=O)NC(=S)NCc2ccco2)c1	6	x	0.0	0.0	6	-3	-3	1
CC(C)NC(=O)N(C)C[C@H]1Oc2ncc(-c3ccccc3F)cc2C(=O)N([C@@H](C)CO)C[C@@H]1C	-6	-2	-0.9	-0.3	-6	-1	-1	0
CCCC1=Nc2cc(C(=O)N3CCC(C(=O)OCC)CC3)ccc2Sc2ccccc21	1	-2	0.0	-0.2	-1	-12	-4	-2
